Screening data from PubChem BioAssay.
CHT block – inhibitors of human choline transporter CHT | High affinity choline transporter 1 (Homo sapiens), Q9GZV3 | 310,000 compounds, 0.86% hits | CHT-expressing cells, membrane potential dye, choline response; active compounds read low | B-score at 10 µM;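 active means B-score over 3 SD under the library average, and starting fluorescence ratio not unusually high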;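 further: choline stimulus applied at its EC90 after an EC20 pre-addition; B-score computed on integrated fluorescence ratio after choline addition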
Target sequence (Q9GZV3 whole entry, looked up): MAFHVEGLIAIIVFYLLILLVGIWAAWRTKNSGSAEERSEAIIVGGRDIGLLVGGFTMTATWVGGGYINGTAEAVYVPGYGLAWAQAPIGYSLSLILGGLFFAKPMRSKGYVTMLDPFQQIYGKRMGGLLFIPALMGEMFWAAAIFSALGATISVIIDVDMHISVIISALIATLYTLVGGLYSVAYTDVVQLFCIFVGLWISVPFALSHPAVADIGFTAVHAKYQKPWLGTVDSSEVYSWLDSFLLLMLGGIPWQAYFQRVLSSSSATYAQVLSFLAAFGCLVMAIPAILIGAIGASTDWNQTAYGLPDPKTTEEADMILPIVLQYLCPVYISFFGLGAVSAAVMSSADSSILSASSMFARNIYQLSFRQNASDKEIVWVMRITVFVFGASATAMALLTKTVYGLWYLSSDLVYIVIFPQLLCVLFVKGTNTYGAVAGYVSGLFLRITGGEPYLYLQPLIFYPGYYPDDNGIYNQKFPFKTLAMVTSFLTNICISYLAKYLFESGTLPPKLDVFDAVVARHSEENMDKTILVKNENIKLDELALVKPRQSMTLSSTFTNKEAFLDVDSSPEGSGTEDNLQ
Kir21 inh – inhibitors of mouse Kir2.1 inward-rectifier potassium channel. 310,000 compounds, 0.85% hits. HEK293-Kir2.1, FluxOR thallium flux fluorescence; active compounds read low. B-score at 10 µM;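 active means fluorescence ratio B-score at or below minus 3 SD of library scores, with starting-brightness B-score within 2 SD, cut at about -4.2 in these data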;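 further: channel flux triggered by added potassium and thallium sulfate stimulus; B-score of peak minus minimum fluorescence over baseline after thallium stimulus; more negative B-score means stronger Kir2.1 block with less thallium influx; some compounds called inactive have numbers as strong as hits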
Target sequence (P35561 whole entry, looked up): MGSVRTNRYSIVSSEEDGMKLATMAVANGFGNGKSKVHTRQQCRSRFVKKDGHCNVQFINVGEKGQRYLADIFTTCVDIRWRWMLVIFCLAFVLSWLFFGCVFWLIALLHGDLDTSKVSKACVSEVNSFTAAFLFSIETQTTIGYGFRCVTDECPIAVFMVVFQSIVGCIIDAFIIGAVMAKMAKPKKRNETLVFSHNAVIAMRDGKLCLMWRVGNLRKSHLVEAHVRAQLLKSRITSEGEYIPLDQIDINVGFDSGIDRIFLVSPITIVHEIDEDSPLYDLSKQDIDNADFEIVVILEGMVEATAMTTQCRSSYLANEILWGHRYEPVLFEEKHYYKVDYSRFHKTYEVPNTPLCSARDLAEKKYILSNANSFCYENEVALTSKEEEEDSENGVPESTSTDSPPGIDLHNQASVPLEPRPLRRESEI
* = called active by the depositor; i = inactive; . = not tested or not shown. No enrichment for hits; about 1.6% have a hit in one of these screens.

CHT block | Kir21 inh | Compound
i | 0.12 | O=C1NC(=Nc2ccc(F)cc2)CS1
i | 1.53 | Nc1c(C(=O)NCCC2=CCCCC2)sc2ccc(S(=O)(=O)N3CCCCC3)cc12
i | -0.93 | Cc1ccc(NS(=O)(=O)c2ccc(C(=O)N3CCN(c4ccccn4)CC3)cc2)cc1
i | 0.27 | CN(C1=NC(=O)CS1)c1ccc(O)cc1
i | -1.21 | Cc1nn(-c2ccccc2)c(C)c1-c1nnc(-c2c(C)nn(-c3ccccc3)c2C)o1
i | -2.54 | Cc1ccc(C(=O)NC(=S)Nc2ccc(CN3CCCCC3)cc2)c(C)c1
i | -0.96 | Fc1ccc(Sc2cc(Cl)c(-c3ccccc3)nn2)cc1
i | -0.17 | O=C(NCc1cccs1)C1CCC(CNS(=O)(=O)c2cccc3nsnc23)CC1 (stereo not given)
i | -0.59 | O=C(Nc1ccc2nccnc2c1)c1ccco1
i | -0.01 | O=C(c1ccc(Cl)cc1)N(Cc1ccc(Br)cc1)N1C(=O)CCC1=O
i | 2.43 | Cc1ccc2oc(C(=O)Nc3ccc(S(=O)(=O)Nc4onc(C)c4C)cc3)c(C)c2c1
i | . | O=C(CCN1C(=O)C2C3C=CC(C3)C2C1=O)N1CCN(c2ccc(F)cc2)CC1 (stereo not given)
i | -0.08 | O=C(CSc1nnc(C2COc3ccccc3O2)o1)N1CCN(c2ccccc2)CC1 (stereo not given)
i | -0.73 | O=C(NCc1ccccc1)c1ccc(OC2CSC2)cc1
i | 0.61 | Cc1ccc(S(=O)(=O)CCC(=O)OCc2ccccc2F)cc1
i | 1.2 | CS(=O)(=O)N1CCC(Oc2ccccc2C(=O)N2CCC[C@H]2CO)CC1
i | 0.36 | O=C(O)c1ccccc1N(Cc1ccccc1)C(=O)CO/N=C/c1ccccc1
i | -1.65 | Cc1ccc(S(=O)(=O)N(CC(=O)N2CCC(C)CC2)c2cccc(C)c2)cc1
i | 1.1 | CCOc1ccc(C(=O)N/N=C/c2cc(Cl)ccc2[N+](=O)[O-])cc1
i | -0.02 | CCc1ccc(C(=O)C(C)OC(=O)Cn2cnc3c2c(=O)n(C)c(=O)n3C)cc1 (stereo not given)
i | 0.02 | Cc1ccc2[nH]c(=O)c(C(c3nnnn3Cc3ccccc3)N3CCc4ccccc43)cc2c1 (stereo not given)
i | -0.7 | CCOc1nc(Oc2cccc(C(=O)O)c2)nc(Oc2cccc(C(=O)O)c2)n1
i | 0.99 | S=c1[nH]nc(-c2ccc3ccccc3n2)n1Cc1ccccc1
i | 0.44 | O=C(N/N=C/c1cn(Cc2ccccc2)c2ccccc12)c1ccncc1
i | -0.09 | CCOc1ccc(-c2noc(-c3cccnc3)n2)cc1OC
i | 0.19 | O=C(NC1CCN(C(=O)NC2CCCCC2)CC1)c1ccco1
i | -0.45 | O=C(CCN1C(=O)C2C3CCC(C3)C2C1=O)OCC(=O)c1cccc([N+](=O)[O-])c1 (stereo not given)
i | 1.28 | CC(Oc1ccc(Cl)cc1)C(=O)N/N=C/c1ccsc1 (stereo not given)
i | -0.97 | COc1ccc(OC)c(CN2CCN(C(=O)c3cc(S(=O)(=O)Nc4ccccc4OC)ccc3C)CC2)c1
i | -1.95 | CC(C)(C)c1ccc(C(=O)Nc2cccc3ncccc23)cc1
i | -0.91 | Cc1c(OC(C)C(=O)NCc2cccnc2)ccc2c3c(c(=O)oc12)CCCC3 (stereo not given)
i | -0.37 | C/C(=N\NC(=O)CCC(=O)Nc1ccc(C)c(C)c1)c1cccs1
i | 0.63 | COC(=O)c1ccc2c(=O)n(CCN3CCOCC3)c(SCC(=O)Nc3cccc(OC)c3)nc2c1
i | -0.96 | Cc1cc2c(cc1C)CSC(c1ccc(O)cc1)SC2
i | -0.74 | O=C(CN1CCN(c2ccccc2)CC1)N1CCN(c2ccccc2)CC1
i | 0.86 | O=c1c2ccccc2nnn1Cc1ccccc1Cl
i | 0.49 | O=C(Nc1ccc(Cl)c(S(=O)(=O)N2CCOCC2)c1)c1ccccn1
i | 3.28 | O=C(Cn1c(COc2ccccc2)nc2ccccc21)Nc1cc(Cl)ccc1Cl
i | 0.21 | COc1cc2[nH]cc(C(=O)NCc3ccccc3)c(=O)c2cc1OC
i | -0.6 | CC(=O)Nc1ccc(OCC(O)Cn2ccnc2C)cc1 (stereo not given)
i | -0.08 | CCc1ccc(N=C2NC(=O)/C(=C/c3cc(OC)c(OC)c(OC)c3)S2)cc1
i | 0.68 | COc1ccccc1N1CC(C(=O)Nc2nnc(SCc3ccccn3)s2)CC1=O (stereo not given)
i | 0.68 | NNC(=O)CCc1c[nH]c2ccccc12
i | 1.53 | CCOc1ccc(-n2c(SCC(=O)Nc3ccc(CC)cc3)nc3n[nH]c(C)c3c2=N)cc1
i | -2.06 | COc1cccc(C2/C(=C(\O)c3ccc4c(c3)OCCO4)C(=O)C(=O)N2Cc2cccnc2)c1 (stereo not given)
i | -0.56 | COc1cccc(CN2CC(C(=O)NCCN3CCOC3=O)CCC2=O)c1 (stereo not given)
i | -0.58 | Cc1cccc(C)c1NC(=O)CNC(=O)c1ccc(NS(=O)(=O)c2ccc3[nH]c(=O)[nH]c3c2)cc1
i | 0.62 | CCOc1ccc(/C=C2\NC(=S)NC2=O)cc1
i | -0.81 | Cc1cc(OCCCN2CCCC2)ccc1Cl
i | 1.02 | COc1ccccc1Cc1nc(-c2ccncc2)no1

(next part)
CHT block | Kir21 inh | Compound
i | -0.4 | Cc1cccc2cc(CN(C(=S)NCC(C)C)C3CCCC3)c(=O)[nH]c12
i | -2.31 | O=C(CCN1CCN(CCO)CC1)Nc1ccc(C2CCCC2)cc1
i | 0.79 | Cc1ccc(NC(=O)CCNC(=O)c2ccc(Cl)cc2)cc1F
i | 0.07 | CCCCn1c(N)c(N(Cc2ccccc2OC)C(=O)CN2C(=O)NC(C)(c3ccccc3)C2=O)c(=O)[nH]c1=O (stereo not given)
i | 0.92 | COc1ccc(C(C)=O)cc1COC(=O)c1cnc(Cl)c(Cl)c1
i | -0.01 | Nc1cnn(Cc2ccccc2F)c1
i | -0.29 | C=CCNC(=O)CC1C(=O)NCCN1Cc1ccc(-c2ccccc2)cc1 (stereo not given)
. | -1.39 | Cc1ccc(C)c(N(CC(=O)NCc2ccco2)C(=O)CCC(=O)Nc2ccccn2)c1
i | -0.21 | Cc1ccc2nsnc2c1NC(=O)CCc1ccccc1
i | -0.95 | Cc1cc2nc(-c3ccco3)cc(C(F)(F)F)n2n1
i | 0.11 | COC(=O)N/N=C/c1ccc([N+](=O)[O-])o1
i | 0.79 | CCn1c(CCCc2ccc(OC)c(C)c2)n[nH]c1=S
i | -0.82 | CCOc1ncccc1C(=O)Nc1nc(SC)ns1
i | 0.1 | O=C(CN1CCN(Cc2ccccc2)CC1)NC(=O)NC1CCCCC1
i | 0.1 | Cc1cccc(-c2nc3c(c(=O)c4ccccc4n3C)c(=O)n2-c2ccccc2)c1
i | -0.29 | Cc1ccc(S(=O)(=O)CC(=O)Nc2nc3ccc(S(N)(=O)=O)cc3s2)cc1
i | 0.32 | CCCCCCNC(=O)Cc1c(O)c2ccccc2[nH]c1=O
i | 0.04 | COC(=O)/C=C1\N/C(=N\c2nc(C)cc(C)n2)N(c2ccc(C)cc2)C1=O
i | 2.28 | CSc1nc(SCC(=O)NCC2CCCO2)c2c3c(sc2n1)CN(C)CC3 (stereo not given)
i | 0.9 | COc1ccc(NC(=O)Cn2nc(C(=O)O)c3ccccc3c2=O)cc1OC
i | 0.42 | O=C(O)CCc1ccc(-c2ccc(Cl)cc2)n1Cc1ccco1
i | -0.06 | Cc1cccc(C)c1NC(=S)N1CCCN(Cc2ccc(F)cc2)C1
i | 0.07 | Cc1cc(Oc2ccc(-c3ccccc3)cc2)n2ncnc2n1
i | -2.93 | Cc1cc(NS(=O)(=O)c2ccc(NC(=O)c3cc4ccccc4o3)cc2)nc(C)n1
i | 0.92 | COc1ccc(C(=O)c2cc([N+](=O)[O-])ccc2N2CCCC2)cc1

Looked up above:
In Kir21 inh, COc1ccccc1N1CC(C(=O)Nc2nnc(SCc3ccccn3)s2)CC1=O (stereo not given) reads 0.68
In Kir21 inh, CC(Oc1ccc(Cl)cc1)C(=O)N/N=C/c1ccsc1 (stereo not given) reads 1.28
In Kir21 inh, COc1ccccc1Cc1nc(-c2ccncc2)no1 reads 1.02

The list goes on.
CHT block | Kir21 inh | Compound
i | -0.02 | COc1ccccc1N(CC(O)Cn1ccnc1C)S(=O)(=O)c1ccc(C)cc1 (stereo not given)
-5.7* | -1.42 | CCN(Cc1ccncc1)C(=O)c1cc(COc2ccc(F)cc2Cl)on1
i | 0.18 | O=C1CN(CC(=O)NC(=O)NCc2ccccc2)CCN1
i | 0.79 | COc1ccc([N+](=O)[O-])cc1N(CC(=O)NC1CCCC1)S(C)(=O)=O
i | -0.99 | CCNc1nc(NC(C)C)nc(OCCNS(=O)(=O)c2cc(C)ccc2C)n1
i | 0.55 | Cc1cc(=O)oc2cc(OCC(=O)NCc3ccccn3)ccc12
i | -0.51 | O=C(Nc1ccccn1)c1nc(-c2ccccc2)n(-c2ccccc2)n1
i | -0.09 | C[N+]1(C)CCC(=C2c3ccccc3CC(=O)c3sccc32)CC1
i | -1.67 | O=C(NCC(c1ccco1)N1CCN(c2ccccc2F)CC1)C(=O)NC1CCCCC1 (stereo not given)
i | 0.06 | COc1ccc(N2C(=O)CC(Cc3ccccc3)C2=O)cc1 (stereo not given)
i | 0.02 | Cc1c(NC(=O)c2cc3c(s2)-c2ccccc2OC3)cccc1[N+](=O)[O-]
i | 0.8 | CCN(C(=O)c1cc2cccc(OC)c2oc1=O)C1CCCCC1
i | -2.96 | Cc1cc(C)c2c(CC(=O)NCc3ccco3)coc2c1
i | 0.03 | COc1ccc(C2SCCN2S(=O)(=O)c2ccc(NC(C)=O)cc2)cc1OC (stereo not given)
i | 1.39 | CC(C)(C)NC(=O)CSc1nnc(-c2ccccn2)n1-c1ccccc1
i | -1.23 | COc1ccc(C2C(=O)N(CCc3ccccc3)CC(=O)N2C2CCCC2)cc1 (stereo not given)
i | 1.02 | COCCNC(=O)NC(=O)CN1CCCc2ccccc21
i | 0.24 | O=C(CCn1cncn1)N1CCCC(N2CCN(c3ccc(F)cc3)CC2)C1 (stereo not given)
i | -1.71 | COc1ccc(COC(=O)c2cccc(S(=O)(=O)N3CCN(C(C)=O)CC3)c2)cc1F
i | 0.6 | Cc1cc(C)c(S(=O)(=O)N2CCCOC2CNC(=O)C(=O)NCCc2c[nH]c3ccccc23)c(C)c1 (stereo not given)
i | 0.89 | CC(C)c1cccc(C(C)C)c1NC(=O)COC(=O)C1=COCCO1
i | 1.18 | CN1/C(=C\C(=O)c2cccnc2Cl)C(C)(C)c2ccccc21
i | -1.83 | CCC(C)NC(=O)CCSc1ccc(C)cc1 (stereo not given)
i | -0.02 | CN(C)S(=O)(=O)N1CCC(Oc2ccc(C(=O)N3C[C@H]4CC[C@H]3C4)cc2)CC1
i | -0.01 | COc1cc(C(=O)N/N=C/c2ccc(OC(=O)c3ccccc3)c(OC)c2)ccc1O

Rewritten with tabs: entries from further up
mol	CHT block	Kir21 inh
O=C(Nc1ccccn1)c1nc(-c2ccccc2)n(-c2ccccc2)n1	i	-0.51
Cc1c(NC(=O)c2cc3c(s2)-c2ccccc2OC3)cccc1[N+](=O)[O-]	i	0.02

Continuation:
CHT block | Kir21 inh | Compound
i | -0.82 | COc1ccc(/C(C)=N/NC(=O)CNC(=O)c2ccco2)cc1
i | -5.71* | O=C(CSCc1cccc(Cl)c1)Nc1ccccc1-c1ccccc1
i | 0.31 | CC1(C)CC(=O)C2=C(C1)N(c1ccc(F)cc1)C(=O)C2(O)C(F)(F)F (stereo not given)
i | -1.09 | CCOc1cccc2c1OC1(C)CC2NC(=O)N1c1cccc(Cl)c1 (stereo not given)
i | 1 | O=Cc1c(Cl)nc2ccccn12
i | -0.07 | Cc1onc(-c2ccccc2)c1C(=O)N1CCOC12CCN(c1cccc(F)n1)CC2
i | -0.34 | CCOc1cccc(C(=O)NC(=S)Nc2ccc(Cl)cc2C(=O)O)c1
i | 0 | COc1cc(NC(=O)C2=COCCO2)c(OC)cc1Cl
i | 0.76 | Cc1ccc(C(=O)NC(NC(=O)c2ccc(C)cc2)C(Cl)Cl)cc1
. | 0.39 | Cc1ccc(S(=O)(=O)N(CC(=O)NCc2ccccc2)C(=O)N2CCN(C)CC2)cc1
i | -1.84 | Cc1ccc2[nH]c(=O)c(CN(C(=O)c3cccc([N+](=O)[O-])c3)C(C)(C)C)cc2c1
i | -1.01 | Cc1ccc(C)c(OCC(=O)Nc2cc(C)on2)c1
i | -1.2 | CC(C)(C)n1nnnc1CN1CCSCC1
i | -1.24 | CCC(=O)c1ccc(N2CCN(C(=O)c3ccccc3Br)CC2)c(F)c1
i | 0.04 | COc1cccc(NS(=O)(=O)c2nc3nc(C)cc(C)n3n2)c1
i | -0.77 | O=C(Cc1ccccc1)NN1C(=O)C2C3C=CC([C@@H]2C1=O)C31CC1 (stereo not given in full)
i | -0.43 | O=C(CC1(O)C(=O)N(CCc2ccccc2)c2ccccc21)c1ccco1 (stereo not given)
i | -6.01* | Cc1ccc(OCCCCN2CCC(C)CC2)c(Br)c1
i | -1.24 | Cc1cc(NC(=O)CCCC(=O)N(CC(=O)NC2CCCCC2)c2ccccc2)no1

Single records (already shown). Order of screens: CHT block	Kir21 inh
Entry for COc1ccc(/C(C)=N/NC(=O)CNC(=O)c2ccco2)cc1 → i	-0.82
Entry for Cc1onc(-c2ccccc2)c1C(=O)N1CCOC12CCN(c1cccc(F)n1)CC2 → i	-0.07
Entry for CC1(C)CC(=O)C2=C(C1)N(c1ccc(F)cc1)C(=O)C2(O)C(F)(F)F (stereo not given) → i	0.31
Entry for CCOc1cccc(C(=O)NC(=S)Nc2ccc(Cl)cc2C(=O)O)c1 → i	-0.34
Entry for CC(C)(C)n1nnnc1CN1CCSCC1 → i	-1.2
